# High-throughput results (PubChem BioAssay)
# Rtt109 HAT inh: C. albicans Rtt109 histone acetyltransferase inhibition. Q5AAJ8. purified Rtt109/Vps75, ThioGlo CoA-SH fluorescence, 4 h. inhibition, % at 34.9 µM. 0.16% of 330,000 active. AID 540336;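 active = inhibition of at least 50% in every replicate; inconclusive = best replicate reaches 50% inhibition but some replicates fall short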
# dFosB act: mouse delta FosB homodimer activation | activation, % at 25 µM | P13346 | AID 493131 | purified delta FosB, TAMRA-CDK5 oligo fluorescence polarization; percent of positive-control signal above neutral wells | 0.99% of 340,000 active;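 active = mean activation above about 17%, with every replicate also reaching it, limit read from the data, passing the limit was not always enough; inconclusive = only one of the two conditions met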;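 also: fluorescence polarization rise as delta FosB binds a TAMRA Cdk5 AP-1 oligo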
# Target sequence (P13346 whole entry, looked up): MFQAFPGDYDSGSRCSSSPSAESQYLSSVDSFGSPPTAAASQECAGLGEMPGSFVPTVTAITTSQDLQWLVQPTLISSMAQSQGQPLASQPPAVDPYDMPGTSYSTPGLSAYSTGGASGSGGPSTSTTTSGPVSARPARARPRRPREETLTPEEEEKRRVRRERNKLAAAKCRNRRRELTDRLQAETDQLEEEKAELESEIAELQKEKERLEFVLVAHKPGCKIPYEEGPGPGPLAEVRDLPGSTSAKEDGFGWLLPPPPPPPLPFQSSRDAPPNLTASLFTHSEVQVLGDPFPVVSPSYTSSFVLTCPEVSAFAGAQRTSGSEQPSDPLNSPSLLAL
# SR-BI HDL uptake: blocks mouse SR-BI lipid uptake from DiI-HDL. ldlA[mSR-BI] CHO cells, DiI-HDL uptake fluorescence, 3 h. inhibition, % at 12.5 µM. 0.96% of 320,000 active. AID 488896;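 active = mean replicate inhibition of at least 70% and a set share of replicates each scoring 70 or more; inconclusive = meets just one of the two criteria; inactive = fails both criteria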;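 also: 0% = median of neutral control wells and 100% = median of positive control wells; values of inactives mirror those of a sister screen read the other way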
# Target sequence (Q61009 whole entry, looked up): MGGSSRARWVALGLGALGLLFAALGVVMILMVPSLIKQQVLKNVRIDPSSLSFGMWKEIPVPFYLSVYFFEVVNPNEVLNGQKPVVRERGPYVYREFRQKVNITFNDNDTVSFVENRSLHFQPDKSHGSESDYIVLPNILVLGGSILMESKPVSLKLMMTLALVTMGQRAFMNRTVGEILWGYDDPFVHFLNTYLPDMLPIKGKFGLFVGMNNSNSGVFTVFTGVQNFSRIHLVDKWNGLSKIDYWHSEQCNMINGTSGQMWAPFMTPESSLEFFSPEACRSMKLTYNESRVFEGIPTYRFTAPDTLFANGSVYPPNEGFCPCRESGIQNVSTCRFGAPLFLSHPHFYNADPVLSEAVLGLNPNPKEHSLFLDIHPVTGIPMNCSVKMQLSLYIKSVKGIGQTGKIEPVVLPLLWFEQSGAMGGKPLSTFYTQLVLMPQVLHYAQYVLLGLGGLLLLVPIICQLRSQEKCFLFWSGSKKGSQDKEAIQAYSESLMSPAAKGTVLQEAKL
# CAL PDZ FP-1: CAL PDZ (human) peptide binding inhibition. AID 602252. purified CAL PDZ, TMR-peptide fluorescence polarization, 1 h. 0.92% of 300,000 active. inhibition, % at 24.9 µM. Q9HD26;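 active = mean inhibition of at least 30% with at least half of replicates also reaching 30%; inconclusive = no clear call, values can overlap the other calls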;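 also: 0% = DMSO neutral control and 100% = excess unlabeled competitor peptide PRC23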
# PvdQ inh: blocks Pseudomonas aeruginosa PvdQ acylase activity. purified PvdQ acylase, fluorescence plate reader. inhibition, % at 10 µM. 0.063% of 340,000 active. AID 488965; in the data active = inhibition above about 30%, passing the limit was not always enough; inconclusive = no clear call, values can overlap the other calls;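 also: 0% = vehicle neutral wells and 100% = reference inhibitor wells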
# SR-BI DiI-HDL act: enhances SR-BI lipid uptake from DiI-HDL. activation, % at 12.5 µM. AID 504775. 0.096% of 320,000 active. CHO ldlA[mSR-BI] cells, DiI-HDL uptake fluorescence, 3 h; 100 = double the neutral-control signal;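 active = mean replicate activation of at least 60% and every replicate at or above 60%; inconclusive = mean or all-replicate condition met, but not both; inactive = mean below 60% and not all replicates reaching 60%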;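 also: 0% = median plate neutral-control signal and 100% = twice that signal; values of inactives mirror those of a sister screen read the other way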
#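 Test system: SR-BI-overexpressing, LDLR-lacking CHO cells; Also added: labelled HDL, 10 µg/mL; Measured by: bottom-read cell fluorescence after medium removal, ex 550/em 595 nm; Timing: 3 h uptake period with compound, 37 °C; Buffer or medium: F12, 0.5% BSA, 25 mM HEPES; Doses: single compound concentration, delivered by pin transfer.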
# CAL PDZ FP-2: inhibitors of human CAL PDZ peptide binding; 0.02% of 330,000 active; Q9HD26; AID 504414; purified CAL PDZ, TMR-peptide fluorescence polarization, 1 h; inhibition, % at 20 µM;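 active = highest replicate inhibition of at least 40%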;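 also: plate controls were DMSO neutral control wells for no effect and unlabeled competitor peptide control wells for full effect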
#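 System: purified tagged CAL PDZ domain construct (CerCALP). Schedule: 1 h incubation at room temperature before polarization reading. Medium: 25 mM sodium phosphate pH 7.4, 150 mM NaCl, TCEP, IgG, Thesit. Read-out: percent inhibition from loss of millipolarization. Measured by: FP readout, S and P plane fluorescence. Probe or stimulus: fluorescent TMR peptide probe.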
# NSD2 inh: inhibitors of human histone methyltransferase NSD2 | O96028 | NSD2 peptide methylation, AlphaScreen, 120 min | inhibition, % at 12.5 µM | 0.54% of 310,000 active | AID 743445; in the data active = inhibition above about 50%
# PfHsp90 yeast 2: reduces growth (ATP signal) of yeast expressing P. falciparum Hsp90; 0.32% of 310,000 active; inhibition, % at 9.4 µM; S. cerevisiae expressing PfHsp90, BacTiter-Glo ATP, 48 h; yeast lacking PDR1 and PDR3 efflux regulators;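 active = every replicate shows inhibition above about 80%, whatever the replicate mean, limit read from the data; inconclusive = mean inhibition reaches the set limit but some replicate falls short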;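 also: 0% = DMSO neutral controls and 100% = 20 µM radicicol positive controls; yeast relying on Plasmodium falciparum Hsp90 in place of its own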
# MITF act: activators of MITF-driven TRPM1 promoter activity in SK-MEL-5 cells. SK-MEL-5 TRPM1-promoter luciferase, 24 h; % of positive control, neutral wells = 0. activation, % at 12.5 µM. 0.75% of 300,000 active. AID 588334;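 active = mean activation of at least 80% with every replicate also reaching 80%; inconclusive = mean reaches 80% but some replicate falls short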;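 also: 0% = neutral control wells and 100% = parthenolide positive control wells; values of inactives mirror those of a sister screen read the other way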
# Starred values were filed as active, the others as inactive; ? = inconclusive; / = not tested or not shown; & = joins results of further samples.
SMILES,Rtt109 HAT inh,dFosB act,SR-BI HDL uptake,CAL PDZ FP-1,PvdQ inh,SR-BI DiI-HDL act,CAL PDZ FP-2,NSD2 inh,PfHsp90 yeast 2,MITF act
CCc1ccc(N2CC(C(=O)OCC(=O)N(CC)c3c(N)n(Cc4ccccc4)c(=O)[nH]c3=O)CC2=O)cc1 (stereo unspecified),3,-6,10,/,-16,-10,0.3,1,12,-3
COc1cccc(OCCNC(=O)c2ccccc2Sc2ccccc2C#N)c1,5,-4,-1,-1,-3,1,-2.5,-1,10,7
C/C(=N\OCC(=O)NC(C)C)c1cccs1,0,-1,1,4,-22,-1,-2.5,0,-2,2
Cc1cc(C)c(NC(=S)N(CCCN2CCN(C)CC2)Cc2cccs2)c(C)c1,-1,-9,-16,/,-8,16,-0.8,4,10,6
CCCC(=O)NC(c1ccc(OC)c(OC)c1)c1cc(Cl)c2cccnc2c1O (stereo unspecified),0,-6,19,-6,-12,-19,-0.6,0,100*,-61
Cc1ccc(/C=C/C(=O)N2CCc3ccccc3C2)cc1,0,-8,-9,8,-5,9,-1.3,-1,1,21
O=C(NCc1ccco1)C(NS(=O)(=O)c1cccc2nsnc12)c1ccccc1 (stereo unspecified),9,-6,-28,-2,7,28,0.4,-3,15,1
O=C(NCCCNC(=O)c1ccco1)c1cccc(F)c1,-16,3,/,/,-14,/,-1.5,-1,-16,-12
COc1c(C(=O)Nc2nccs2)ccc2ccccc12,-5,-22,2,15,7,-2,-1.8,-5,-35,57
O=c1[nH]c(=O)n(C2CCCO2)cc1F (stereo unspecified),-2&-5,-2,-10&-6,0,-4&10,10&6,-1.8,/,5,-1
CCCNC(=O)c1nn2c(C(F)(F)F)cc(-c3ccccc3)nc2c1Br,8,2,36,-3,4,-36,-1.2,-1,4,/
CCN1CCN(c2ccc(NC(=O)c3ccccc3F)cc2Cl)CC1,-2,-1,3,-7,-1,-3,-1.1,8,5,54
Cc1c([N+](=O)[O-])cnc(Sc2ccccc2)c1[N+](=O)[O-],-5,2,7,/,-13,-7,-0.1,2,-23,/
Cc1cc(C)c2c(N)c(C(=O)NN3CC(=O)N(c4cccc(Cl)c4)CC3=O)sc2n1,-31,10,40,8,-10,-40,-0.2,-4,18,/
O=C(Nc1ccc(S(=O)(=O)Nc2cnc3ccccc3n2)cc1)c1ccc(F)cc1,-3,-3,-14,/,-4,14,-2.3,-2,8,/
O=C(NCCN1CCOCC1)c1ccc2c(c1)ncn2C1CCCCC1,25,-5,10,1,0,-10,-0.3,0,-5,2
C[C@]12c3[nH]c4ccc(Cl)cc4c3CCN1C(=O)[C@@H](CC(=O)NCCN1CCOCC1)C[C@@H]2C(=O)N1CCCCC1,4,-8,3,0,-20,-3,-4.8,/,-13,-5
C/C=C/C=C/C(=O)OC(C)C(=O)Nc1cc([N+](=O)[O-])ccc1OC (stereo unspecified),-1,-7,41,0,-12,-41,-1.4,24,-17,-6
O=C(Nc1cnc2ccccc2c1)c1ccncc1,4,-15,-3,/,-9,3,0.1,/,-28,20
C=C(C)c1cccc(C(C)(C)NC(=O)N2CC(C)OC(C)C2)c1 (stereo unspecified),/,-7,-36,-2,-8,36,-2.1,-4,13,-7
Cc1ccc(C(=O)NCCC(=O)Nc2ccccc2C)cc1,2,5,-14,-1,2,14,/,1,-21,-6
COC(=O)c1cc(S(=O)(=O)NCc2ccccc2)cn1C,-4,5,-5,5,-2,5,0.8,/,18,-3
CCN(CC)S(=O)(=O)c1ccc(OC)c(NC(=O)c2cc3c(=O)n4ccccc4nc3s2)c1,16,-9,1,0,4,-1,-1.9,-3,3,7
COc1ccc(-c2oc3ccc(N4CCOCC4)cc3c2C#CCO)cc1,-3,-4,64,-2,-38,-64,-0.9,/,9,-42
CC=Cc1cc2c(c(=O)o1)C(=O)C(O)C(C)O2 (stereo unspecified),-5,-8,-5,-7,-3,5,-0.8,1,-8,-42
COc1ccc(CCNC(=S)Nc2ccccc2C)cc1,-13,-4,22,2,5,-22,/,1,26,-13
CC1CCCCC1NC(=O)c1ccc(NC2=NC3CS(=O)(=O)CC3S2)cc1 (stereo unspecified),1,0,-8,-3,5,8,-0.1,-6,-4,-2
COc1ccc(S(=O)(=O)N2CN3CCN(C3)C2)cc1,-3,-7,-15,-3,-16,15,0.1,-1,-6,/
COc1ccc(NC(=O)Cn2c(=O)oc3cc(S(=O)(=O)N4CCCC4)ccc32)cc1,8,2,14,/,-15,-14,-1.4,/,-44,/
CCCCCCCNC(=O)C1(CC2CC(c3cccc(Br)c3)=NO2)CCNCC1 (stereo unspecified),36,-4,-34,-4,-7,34,0.1,/,-14,-99
Cc1nn(CC(=O)N2c3ccccc3NC(=O)C2(C)C)c(C)c1[N+](=O)[O-],2,-8,17,/,-1,-17,-1.3,35,4,3
O=C(Nc1ccc(F)c(Cl)c1)c1ccc2c(=O)n3c(nc2c1)CCCCC3,-2,-14,35,1,-15,-35,-1.9,-2,20,/
Cc1ccc(-n2c(=O)c3c4c(sc3n3c(C)nnc23)COC(C(C)C)C4)cc1 (stereo unspecified),-11,-2,-9,0,-6,9,-0.8,-1,-7,-7
Cc1cccc(NC(=O)CCN2C(=O)c3ccccc3S2(=O)=O)c1C,2,9,15,/,5,-15,0.2,/,9,/
N#CC1(C#N)[C@@H](C(=O)C23CC4CC(CC(C4)C2)C3)C12CCOCC2,3,5,-28,-1,-6,28,-1.5,-4,15,-1
CCOC(=O)N1CCC(n2c(=S)[nH]c3ccccc3c2=O)CC1,-3,2,7,-7,-14,-7,/,0,-7,22
Cc1nnc(SCC(=O)Nc2ccc(OC(F)F)c(Cl)c2)n(N)c1=O,0,-7,30,-12,-22,-30,-3.1,-2,4,3
CCCOc1ccccc1C1CC(=O)Nc2cc3c(cc21)OCO3 (stereo unspecified),5,-3,47,3,3,-47,/,6,6,-41
O=C(N/N=C/c1cccnc1)/C(=C\c1cccs1)NC(=O)c1ccccc1,5,-3,/,-5,-6,/,0.1,0,-6,5
CCOC(=O)/C(C#N)=N/Nc1c(S(=O)(=O)Cc2ccco2)csc1C(=O)OC,-9,-9,7,-2,-13,-7,-1.7,-1,7,/
Cc1ccc(-c2cn(CCN)c(-c3ccc(Cl)nc3)n2)cc1,0,-2,10,-3,-6,-10,0.1,/,-25,-12
COc1cc(N=Cc2c(O)c3ccccc3oc2=O)c(OC)cc1Cl,?,9,-2,36*,-10,2,-20,3,-28,-27
COc1ccc(Cn2nnnc2C(c2cc3cc(C)cc(C)c3[nH]c2=O)N2CCOCC2)cc1 (stereo unspecified),-1,-5,-10,-1,-9,10,-0.7,2,14,-5
Cc1cccnc1NC(=O)c1ccc([N+](=O)[O-])o1,0,-1,-38,/,-15,38,-0.1,-2,10,-18
COc1ccc(/C=C(\NC(=O)c2ccccc2)C(=O)NC2CCS(=O)(=O)C2)cc1 (stereo unspecified),-7,2,4,5,-2,-4,-0.3,0,24,-6
COc1ccc(NC(=O)Cc2c(O)c3ccccc3[nH]c2=O)cc1,-2,5,-19,-3,-5,19,0.9,7,-6,2
COC(=O)C1(C(=O)OC)NOC2C(=O)N(c3ccc(Cl)cc3Cl)C(=O)C21 (stereo unspecified),1,4,-7,0,2,7,0.1,4,-13,7
O=C(NCC1CCCO1)C(c1ccccn1)N(Cc1ccccc1Cl)C(=O)CN1C(=O)c2ccccc2S1(=O)=O (stereo unspecified),-5,-13,9,-33,-4,-9,-1.4,0,-13,2
CCCSc1oc(-c2ccco2)nc1S(=O)(=O)c1ccc(C)cc1,9,-5,-8,-7,6,8,-2.3,-1,7,2
O=c1c2c(nc3c(-c4cccc(Br)c4)c[nH]n13)CCCC2,2,-1,1,/,-1,-1,-2.9,0,/,-25

# Other compounds.
SMILES,Rtt109 HAT inh,dFosB act,SR-BI HDL uptake,CAL PDZ FP-1,PvdQ inh,SR-BI DiI-HDL act,CAL PDZ FP-2,NSD2 inh,PfHsp90 yeast 2,MITF act
COCCCNC(=O)CNC(=S)N(Cc1ccc(F)cc1)C1CCCCC1,3,-7,36,/,-10,-36,-0.3,0,-4,-6
CCCCN(CCCNC(=O)c1ccc(CS(=O)(=O)c2ccc(OC)cc2)o1)Cc1ccccc1,3,-6,7,/,-2,-7,-0.1,10,0,5
CC1(CCc2ccccc2)NC(=O)N(CC(=O)Nc2ccc(OC(F)F)cc2)C1=O (stereo unspecified),1,-3,9,-3,0,-9,0.4,2,-2,12
N=c1n(CCOc2ccccc2)c2ccccc2n1CCN1CCOCC1,-19,-6,-30,/,-15,30,-0.2,3,23,/
O=C(O)CCC(=O)N1CCC(n2nnc3cc(C(F)(F)F)ccc32)CC1,-2,-5,-14,-1,-6,14,-0.4,1,-80,-1
C/C(=N\NC(=O)Cc1c(C)[nH][nH]c1=O)c1ccc(Cl)c(Cl)c1,3,-1,/,-4,-12,/,-2.7,1,-1,-1
CC(C)(C)NC(=O)CSc1ccc(C(C)(C)C)cc1,2,2,4,-6,9,-4,-1.6,-1,/,/
CC1CCN(c2c(NCc3ccc(C(=O)NCc4ccccc4)cc3)c(=O)c2=O)CC1,0,-4,20,-3,-10,-20,-1.0,-2,-36,8
O=C(NNc1ccccc1)C(=O)NNS(=O)(=O)c1ccc([N+](=O)[O-])cc1,16,4,-23,-4,-1,23,-1.5,-2,-20,-7
Cc1cc(OCC(=O)N(C(C)C)C(C)C)cc(C)c1Br,2,2,27,-1,4,-27,-0.1,3,-77,-1
CC12COC3(C(=O)Nc4nccs4)CC1CCC32C (stereo unspecified),-8,-4,-8,-1,-7,8,-1.3,-2,/,/
CCCCC(=O)Nc1ccc(NC(=O)C2CC2)nc1,2,0,13,-2,7,-13,-1.6,-3,18,-3
COc1cccc(CNCC(O)(c2ccc(Cl)cc2)c2ccc(Cl)cc2)c1,2,?,8,/,-6,-8,0.1,-1,10,3
O=C(Nc1ccccc1Oc1ccsc1C(=O)O)c1ccccc1F,-6,3,-6,-1,7,6,-1.2,-4,-14,-11
COC(=O)/C(C#N)=C/c1c(Oc2cc(C)cc(C)c2)nc2c(C)cccn2c1=O,-22,-4,26,0,5,-26,-0.7,-3,27,-12
